Screening data: PubChem, several laboratories
HCV core dimer: blocks dimerization of HCV core protein; TR-FRET GST/Flag-core106 dimerization, 1536-well; inhibition, % at 5 µM; 300,000 compounds, 0.33% hits;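 active = inhibition above the mean of all tested compounds plus 3 SD, set per screening campaign, cut at about 45% in these data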
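Material: GST/Flag-tagged HCV core106 proteins. Incubation: 4 h, 22.5 °C incubation. Read-out basis: inhibition (%) from 671 over 617 nm ratio. Measured by: TR-FRET, excitation 340 nm, emission 617 and 671 nm.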
VLA-4 inh: inhibition in a human VLA-4 binding assay; inhibition, % (about 7 µM as worked out from the volumes in the protocol); AID 2557; P13612; VLA-4 expressing cells, ligand binding flow cytometry; 330,000 compounds, 0.2% hits; in the data active = inhibition above about 50%
Target sequence (P13612 whole entry, looked up): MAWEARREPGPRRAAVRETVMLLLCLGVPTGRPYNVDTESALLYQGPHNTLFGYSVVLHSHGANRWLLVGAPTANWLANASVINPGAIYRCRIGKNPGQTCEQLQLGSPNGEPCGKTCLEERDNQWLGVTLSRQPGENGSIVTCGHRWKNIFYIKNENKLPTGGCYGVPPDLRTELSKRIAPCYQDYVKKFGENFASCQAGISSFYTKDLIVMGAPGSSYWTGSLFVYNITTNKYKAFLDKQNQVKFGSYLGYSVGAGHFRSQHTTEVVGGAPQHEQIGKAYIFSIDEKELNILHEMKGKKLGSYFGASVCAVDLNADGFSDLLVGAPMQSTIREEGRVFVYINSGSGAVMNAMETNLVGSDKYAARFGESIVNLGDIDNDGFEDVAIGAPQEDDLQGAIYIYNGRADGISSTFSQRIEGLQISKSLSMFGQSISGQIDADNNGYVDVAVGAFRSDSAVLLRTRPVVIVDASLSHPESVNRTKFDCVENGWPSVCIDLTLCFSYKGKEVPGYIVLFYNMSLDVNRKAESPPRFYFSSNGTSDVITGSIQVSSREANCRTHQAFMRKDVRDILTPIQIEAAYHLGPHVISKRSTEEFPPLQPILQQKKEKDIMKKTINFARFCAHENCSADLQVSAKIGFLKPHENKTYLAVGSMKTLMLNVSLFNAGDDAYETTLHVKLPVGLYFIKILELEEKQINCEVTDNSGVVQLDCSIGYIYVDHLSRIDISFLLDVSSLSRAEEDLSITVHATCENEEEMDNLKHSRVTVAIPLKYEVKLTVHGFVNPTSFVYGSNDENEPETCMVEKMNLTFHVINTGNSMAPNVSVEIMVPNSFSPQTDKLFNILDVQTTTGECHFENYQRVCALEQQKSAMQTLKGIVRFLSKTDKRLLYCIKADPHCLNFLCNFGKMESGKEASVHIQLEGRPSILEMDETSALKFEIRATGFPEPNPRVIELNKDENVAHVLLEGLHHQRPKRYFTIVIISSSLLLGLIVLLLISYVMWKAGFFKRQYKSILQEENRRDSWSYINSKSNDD
CTSL1 counter: cathepsin L1 inhibition, PFM18AAP counter-screen | recombinant F. hepatica cathepsin L1, Z-Leu-Arg-MCA fluorescence | inhibition, % at 5.96 µM | 300,000 compounds, 0.49% hits | AID 1906;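 active = inhibition above the mean of all tested compounds plus 3 SD, set per screening campaign, cut at about 17% in these data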;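 also: 0% = plate median of test compound wells and 100% = 1 µM Z-Phe-Ala-diazomethylketone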
proCasp7 act: counter-screen for procaspase-3 activators: activators of human procaspase-7. P55210. recombinant procaspase-7, Ac-DEVD-pNA absorbance 405 nm; D23A/D198A/D206A triple mutant, cannot self-cleave; scale: DMSO 0, 5 µM enzyme 100. activation, % at 8.5 µM. 330,000 compounds, 0.093% hits. AID 463210;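 active = percent activation above the screen-wide mean plus 3 SD, cut at about 25% in these data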
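System: Procaspase-7 triple mutant (PC-7 D3A); measure: % activation from two-timepoint absorbance difference, scaled to controls; times: 1 h compound preincubation, 2 h substrate cleavage, 25 °C; also added: Ac-DEVD-pNA substrate, 400 µM as added; measured by: Epi-absorbance of released pNA at 405 nm, two timepoints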
GASC-1 inh: blocks human GASC-1 demethylase activity. GST-JMJD2C(1-420) H3K9me3 demethylation, DELFIA europium. AID 2099. inhibition, % at 2.35 µM. 330,000 compounds, 0.069% hits;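 active = more than half of a compound's replicate wells show inhibition beyond 50%, single wells judged on their own value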;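 also: signal counts dimethyl H3K9 product captured on neutravidin plate; 0% = median of DMSO wells and 100% = 0.3 times that DMSO median; strong numbers were not always called active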
proCasp3 act: activates human procaspase-3; recombinant procaspase-3 D3A, Ac-DEVD-pNA absorbance 405 nm; activation, % at 8.5 µM; 330,000 compounds, 0.11% hits; AID 463141;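 active = activation above the mean of all tested compounds plus 3 SD, cut at about 21% in these data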;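 also: 0% = DMSO alone and 100% = DMSO wells spiked with extra 5 µM PC-3 D3A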
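Test system: Procaspase-3 D3A mutant; medium: Zinc-free HEPES/NaCl buffer with 0.01% Triton X-100 at pH 7.4; reagent: DEVD-pNA substrate; doses: one concentration, 8.5 µM nominal, 0.8% DMSO; times: 1 h preincubation plus 2 h reaction at 25 °C; signal: Epi-absorbance at 405 nm of released p-nitroaniline, 0 and 120 min; replicates: singlicate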
GRK2 inh: blocks RNA aptamer binding to human GRK2. 330,000 compounds, 0.59% hits. inhibition of aptamer binding, % at 10 µM. P25098. bead flow cytometry, FAM-aptamer displacement from GRK2;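 active = inhibition of aptamer binding above 40%, roughly 3 SD of noise, on plates passing a quality check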;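 also: median bead fluorescence of bound FAM aptamer so fluorescent compounds give negative values; no value below 0 was filed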
PP5 inh: inhibitors of human protein phosphatase 5 (PP5); inhibition, % at 6.7 µM; P53041; purified PP5c, OMFP substrate fluorescence; AID 1987; 320,000 compounds, 0.18% hits;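 active = inhibition above the campaign's mean inhibition across all tested compounds plus 3 SD, cut at about 9.5% in these data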;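 also: 0% = DMSO only and 100% = 100 µM cantharidin control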
PP1 counter: blocks human PP1-alpha phosphatase, a PP5 counter-screen | purified PP1alpha, OMFP fluorescence | inhibition, % at 6.7 µM | 320,000 compounds, 0.9% hits | AID 2235;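 active = inhibition above the mean inhibition of all tested compounds plus 3 SD, computed separately for each screening campaign, cut at about 15% in these data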
* hit, by the source's call; x = no result given.

Every second line gives: HCV core dimer	VLA-4 inh	CTSL1 counter	proCasp7 act	GASC-1 inh	proCasp3 act	GRK2 inh	PP5 inh	PP1 counter
O=C(CCOc1ccccc1)Nc1ccc(S(=O)(=O)N2CCCC2)cc1
  13	5	-12	2	-14	-3	5	2.0	-1
O=C(NCc1ccccc1)C1CCN(S(=O)(=O)N2CCOCC2)CC1
  -2	0	-7	1	4	0	2	3.1	-2
O=[N+]([O-])c1ccccc1CNCCCCCO
  4	21	-4	3	3	4	6	1.8	-2
C=C(C)COc1ccc(-c2[nH]ncc2-c2ccccc2OC)c(O)c1
  9	11	2	1	-3	-4	0	9.5	6
O=C(NCc1cccnc1)NC1CCCN1S(=O)(=O)c1ccc(Cl)cc1 (configuration not stated)
  -2	-8	2	4	2	-8	4	4.1	-3
CCOC(=O)c1c(C)[nH]c(C)c1C(=O)COC(=O)C1CCCN1S(=O)(=O)c1ccccc1F (configuration not stated)
  3	15	-7	-8	-21	6	2	3.1	2
O=C(NCc1ccccn1)C12CC3CC(CC(C3)C1)C2
  2	1	2	6	3	1	5	-0.1	-3
CCOC(=O)Cc1nnc(Nc2cc(C)ccc2C)c2ccccc12
  0	5	2	-5	-2	-3	0	1.2	2
Cc1ccc(C(=O)NNC(=O)c2n[nH]c(=O)c3ccccc23)cc1C
  x	6	x	-5	-2	6	5	-1.7	2
CCOC(=O)c1cnc(SCc2nc(N)nc(Nc3ccccc3OC)n2)nc1N
  0	2	2	-14	3	-2	3	-0.9	-2
CCc1ccccc1NC(=O)c1cc(-c2ccc3c(c2)OCO3)on1
  -4	1	7	-1	-2	-3	2	-1.2	-1
CCC(C(=O)Nc1ccc2c(c1)OCCO2)n1c(=O)[nH]c2ccccc2c1=O (configuration not stated)
  -9	3	1	-7	12	-8	0	-4.7	1
NC(=O)CSc1nnc(Cn2c(=O)sc3ccccc32)n1-c1cccc(Cl)c1
  -2	3	5	-3	6	-2	1	1.7	1
COc1cccc(OCC(=O)Nc2ccncc2)c1
  -4	0	2	-1	-4	-2	x	0.5	-3
CCOC(=O)c1sc(NC(=O)c2c(OC)cccc2OC)nc1C
  9	1	-2	6	-5	-1	2	3.0	-1
O=C(CN1CCC(C(=O)c2ccc3c(c2)OCCO3)CC1)Nc1ccccc1F
  2	17	0	7	5	2	0	1.9	-4
CCCn1c(N)cc(=O)n(CCC)c1=O
  -20	21	8	8	2	-6	0	-1.1	-3
CCN=C(Nc1ccc(Cl)cc1)c1cccnc1
  -2	-2	1	5	2	3	0	3.7	0
CSc1cccc(NC(=O)C(C)NS(=O)(=O)c2ccc(F)cc2)c1 (configuration not stated)
  6	-1	-2	-10	7	-3	0	2.8	-1
COc1ccccc1CC(=O)Nc1ccc2nc(C)sc2c1
  -6	4	-2	-7	1	-1	0	-2.3	-3

Next section:
Every second line gives: HCV core dimer	VLA-4 inh	CTSL1 counter	proCasp7 act	GASC-1 inh	proCasp3 act	GRK2 inh	PP5 inh	PP1 counter
Cc1ccc(C(NC(=O)N2CCCC2)C(Cl)(Cl)Cl)cc1F (configuration not stated)
  -2	-5	-2	3	8	-3	3	4.1	-1
COC(=O)C1(CCSC)NC(c2ccc(O)cc2)C2C(=O)N(c3ccc(F)cc3)C(=O)C21 (configuration not stated)
  -6	5	-5	-7	-9	-7	x	0.4	3
O=C(NC1CCCCCC1)c1ccccc1-c1ccccc1
  8	-5	0	9	-11	5	1	2.4	0
Cc1ccc(NCc2nnc(SCC(=O)Nc3cc(C)on3)n2C)cc1
  -5	11	2	6	2	1	0	-1.9	0
O=C(Nc1cccc(F)c1)Nc1ccnn1C1CCN(C(=O)c2cscn2)CC1
  -6	22	3	-7	26	-4	2	1.9	-2
CC1CCC(NC(=O)c2ccc3snnc3c2)CC1 (configuration not stated)
  5	10	0	-3	5	4	1	1.0	-4
O=C(Nc1ccccc1)NC1CCCCNC1=O (configuration not stated)
  -3	-18	-2	2	1	-4	0	1.1	3
Cn1c(CCNC(=O)c2ccc(F)cc2)nc2ccccc21
  -4	21	-5	7	-1	2	2	3.2	3
O=C(NCCC(=O)N1CCN(S(=O)(=O)c2ccccc2F)CC1)Nc1ccccc1
  x	0	x	6	x	-1	1	-0.1	2
COCCn1c(SCC(=O)NCCc2ccc(OC)c(OC)c2)nc2c([nH]c3ccccc32)c1=O
  -3	3	7	-6	1	8	0	2.6	-4
CC(C)(C)OC(=O)N1CCC[C@H]1C(=O)NCc1ccc(Cl)cc1Cl
  -7	-4	3	15	7	9	0	-1.5	2
C=CCn1c(SCc2ccccc2C#N)nnc1-c1ccccc1O
  -23	14	-13	4	-11	3	2	1.1	1
CC12CCC(C/C1=N/NC(=O)COc1ccccc1Cl)C2(C)C (configuration not stated)
  6	11	0	2	-14	-1	4	1.3	3
N#Cc1ccsc1NC(=O)c1ccc(Cl)c([N+](=O)[O-])c1
  -2	5	10	-6	4	-6	0	0.5	14
COc1ccc(CCN2C(=O)CN(Cc3ccccc3)CC2=O)cc1OC
  2	25	0	-2	-4	-3	2	0.8	-2
COc1ccccc1N(CC(=O)N1CCc2ccccc2C1)S(C)(=O)=O
  0	-7	7	1	-9	1	0	0.2	-4
COC(=O)COc1ccc(-c2ccc(F)cc2)cc1C=O
  11	0	2	4	14	-2	0	-1.8	-9
CCC(=O)N1CCCc2ccccc21
  2	-1	6	5	-2	-6	1	-0.9	-2
Nc1nc(=S)c2[nH]cnc2[nH]1
  7	57*	0	-29	x	-27	0	0.8	-7
Cn1c(SCC(=O)Nc2ccc(NC(=O)c3cccc(F)c3)cc2)nnc1-c1ccncc1
  -5	5	-2	0	151	-5	0	-1.0	-1

Continuation.
Every second line gives: HCV core dimer	VLA-4 inh	CTSL1 counter	proCasp7 act	GASC-1 inh	proCasp3 act	GRK2 inh	PP5 inh	PP1 counter
Cc1cc2nnc(SCC(=O)N3CCCCC3)n2c(N)n1
  -3	19	5	-2	-1	-1	0	-1.4	-3
Cc1ccccc1C(=O)NC1CCN(Cc2nnnn2Cc2ccc(F)cc2)CC1
  -2	39	-2	5	-15	-10	0	-1.0	3
CCCCN(CCCC)S(=O)(=O)c1ccc(NC(=O)c2ccc([N+](=O)[O-])cc2Cl)cc1
  1	-16	6	4	14	9	1	4.4	9
O=C(CN1CCCCCC1)NCCc1ccc(F)cc1
  -2	6	0	2	5	4	0	0.1	-2
COc1ccc(Br)cc1C(=O)Nc1ccccc1-c1ccccc1
  7	5	-8	-2	5	4	0	2.7	3
CCOC(CNC(=O)Cc1c(C)nc2c(-c3ccccc3)c(C)nn2c1C)OCC
  11	2	-1	9	1	-4	3	3.3	-6
COc1ccc(/C=C(\C#N)C(=O)Nc2cc(S(=O)(=O)N3CCOCC3)ccc2N2CCCC2)cc1
  17	-5	0	-19	-14	-6	3	0.9	9
Cc1cc(=O)oc2c3c(cc(OCC(=O)NCc4ccco4)c12)OC(C)(C)CC3
  0	-14	3	-2	-2	8	1	4.2	2
COc1ccc(NC(=O)c2ccc(NC3CC(=O)N(c4ccc(C)cc4C)C3=O)cc2)cc1 (configuration not stated)
  3	2	2	10	6	1	0	2.2	-2
Cc1cc(C)c[n+](-c2[nH]c(=O)sc2/C=N/N=C(\N)[S-])c1
  14	7	4	-10	-7	-6	2	-2.5	5
NC1=NC(=O)/C(=C/c2ccc(Br)cc2)S1
  8	1	2	3	7	0	0	-0.2	-3
CC1CC(C)CN(C(=O)C2CCN(S(=O)(=O)c3ccc4c(c3)CC(C)N4C(=O)C3CC3)CC2)C1 (configuration not stated)
  -4	2	0	5	4	-1	3	2.7	0
O=C(NCC(c1ccco1)N1CCCC1)c1cc(S(=O)(=O)N2CCCCC2)ccc1Cl (configuration not stated)
  x	2	x	3	-4	2	0	x	x
O=C1NC(c2ccccc2)Nc2c1sc(=S)n2-c1ccccc1 (configuration not stated)
  -6	3	4	-8	-17	-5	1	1.5	0
CC(C)(CO)CNC(=O)c1ccc2nc(Cc3cccc(Cl)c3)oc2c1
  -4	10	2	-4	7	-2	1	3.5	4
Cc1ccc(-c2nc3ccsc3c(=O)[nH]2)cc1
  0	10	-4	-5	9	-1	1	-0.4	-3
Cc1ccc(C)n1-c1ccccc1N1CCCCC1
  2	5	-2	-2	-4	-2	5	1.5	1
O=C(Nc1cccc(S(=O)(=O)NCc2ccco2)c1)c1cc(-c2ccc(F)cc2)nc2ccccc12
  8	-7	-1	4	-8	8	4	7.7	8
Fc1ccc(C(CCCn2nnc(-c3cccnc3)n2)c2ccc(F)cc2)cc1
  5	-8	0	14	-7	-3	1	5.9	5
Cc1cccc(Cc2cnc(N3C(=N)SC(C)C3=O)s2)c1 (configuration not stated)
  9	5	-3	7	30	12	1	0.0	4

3 compounds from above with just proCasp3 act:
| smiles | proCasp3 act |
| --- | --- |
| CC1CCC(NC(=O)c2ccc3snnc3c2)CC1 (configuration not stated) | 4 |
| O=C(Nc1ccccc1)NC1CCCCNC1=O (configuration not stated) | -4 |
| Cn1c(CCNC(=O)c2ccc(F)cc2)nc2ccccc21 | 2 |
